Assay outcomes as filed in PubChem BioAssay.
PGC1a acetyl inh = modulators of PGC1a acetylation | U2OS PGC1a acetylation, AlphaScreen anti-acetyl-lysine; with virally co-expressed GCN5 acetyltransferase | inhibition, % at 15.6 µM | 350,000 tested, 0.17% active;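 active = every replicate shows inhibition of at least 40%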;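 note: 0% = neutral control wells and 100% = positive control wells; some results beyond the cut were filed as inactive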
miR-122 sensor = miR-122 inhibition in Huh7 cells. AID 602342. activation (reporter increase), % at 12.5 µM. 340,000 tested, 0.3% active. Huh7 miR-122 Renilla luciferase sensor, 48 h; neutral wells = 0, positive control = 100;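 active = mean replicate activation score at least 90 and every replicate individually at or above 90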;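 note: higher luciferase means less miR-122 activity so hits act as miR-122 inhibitors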
Cneo AK release = causes C. neoformans cell lysis | adenylate kinase release luminescence, 4 h; normalised: neutral wells 0, clomiphene wells 100 | lysis activity, % at 15 µM | 360,000 tested, 0.2% active | AID 651654;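 active = mean lysis activity across replicates of at least 80%, whatever share of replicates individually reach that level; inactive = mean lysis activity below 80%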
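Signal: Adenylate kinase release luminescence | Assay system: Log-phase Cryptococcus neoformans yeast cells | Input: Cells at 5 × 10^6 per mL | Buffer or medium: Fresh YPD growth medium | Compound: Single dose | Schedule: Static 4 h at 37 °C with compound, 1 h detection | Controls: Clomiphene | Read-out: Luminescence rise reflecting yeast cell lysis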
The depositor's hits bear a star. An excerpt; the hit share may differ from the screen's.

SMILES	PGC1a acetyl inh	miR-122 sensor	Cneo AK release
O=C1C(Cl)=C(NCC2CCCO2)C(=O)N1c1cccc(Cl)c1Cl (stereo not drawn)	3	-4	-4
COc1ccccc1NC(=O)Cn1cnc2c(cnn2-c2ccc(C)c(C)c2)c1=O	-8	-2	-3
Cc1cccc(C)c1NC(=O)N1CC=C(n2c(=O)[nH]c3ccccc32)CC1	12	-9	0
COc1ccc(-n2cnnc2)cc1	11	0	-1
CCC(C)n1c(SCC(=O)NC(=O)Nc2ccc3c(c2)OCCO3)nc2ccccc2c1=O (stereo not drawn)	12	1	4
COc1ccc(CC(=O)Nc2ccc(-c3noc(-c4cc(OC)c(OC)c(OC)c4)n3)cc2)cc1	-19	7	0
CN1CCN(C(=O)c2ccc(Cl)c(S(=O)(=O)N3CCCCC3)c2)CC1	52	-5	0
CN(CC(=O)Nc1ccncc1)S(=O)(=O)c1ccc(Cl)cc1	3	7	-3
O=C(NCc1ccc2c(c1)OCO2)c1cc(-c2ccc(Cl)cc2Cl)on1	2	-3	0
COc1ccc(C(CC(=O)Nc2ccc(F)cc2)c2ccccc2)cc1 (stereo not drawn)	-25	8	-2
CN1CCc2c(sc(/N=C/c3cccs3)c2C(N)=O)C1	-1	-1	-2
CC(NS(=O)(=O)c1ccc(OCC(=O)N2CCOCC2)cc1)c1ccccc1 (stereo not drawn)	-1	-2	0
CC(C)n1c(-c2ccc(N(C)C)cc2)nc2ccccc21	-13	4	-2
COc1ccc(-c2nnn(CC#N)n2)cc1OC	-44	-1	7
CC(=O)CCc1ccc2oc(C(=O)O)c(C)c2c1	0	-7	2
CCN(CC)S(=O)(=O)c1ccc(Cl)c(C(=O)Nc2nncs2)c1	4	4	1
Cc1nn(-c2ccccc2)c(Cl)c1/C=C/C(=O)c1ccccc1	-13	0	7
CCCC(=O)N(CCN(Cc1ccccc1)C(=O)CCC)Cc1ccccc1	-16	2	8
N#Cc1nc(-c2ccc(OCc3ccccc3)cc2)oc1NCc1cccnc1	-10	5	-10
C#CCOCCOCCOCCNc1nc(N2CCN(C(=O)CCCCCCCCCCNC(=O)[C@H]([C@@H](C)CC)n3cc(CCCCCN)nn3)CC2)nc(N2CCN(C(=O)CCCCCCCCCCNC(=O)[C@@H]([C@H](C)O)n3cc(C)nn3)CC2)n1	25	-18	1
NC(=O)NC(Cc1ccccc1)C(=O)Nc1ccc(S(N)(=O)=O)cc1 (stereo not drawn)	9	1	-1
O=C(Cn1cnc2c(cnn2-c2ccc(Cl)cc2)c1=O)NCC1CCCO1 (stereo not drawn)	4	-4	1
CC1=C(C(=O)OCc2ccccc2)C(c2ccc(N3CCOCC3)cc2)NC(=O)N1 (stereo not drawn)	1	-2	-3
COc1ccc(C(=O)NCC(=O)OC2CCCCC2=O)cc1 (stereo not drawn)	-20	1	1
COC(=O)c1ccccc1NC(=S)NC(=O)COc1ccc(C)cc1	2	-3	7
CCOc1ccc(NC(=O)Cn2nnc(C(=O)NCc3ccccc3OC)c2N)cc1	15	-7	2
C/C(=N\O)C1(C)N(O)C(C)(C)C(c2ccc(Br)cc2)=[N+]1[O-] (stereo not drawn)	-4	-6	1
OCCn1c(SCCOc2ccccc2F)nc2ccccc21	-8	7	0
COc1cc(OC)cc(-n2nnnc2SCC(=O)Nc2ccc(C(C)=O)cc2)c1	-18	-4	0
CCc1cccc(CC)c1N(COC)C(=O)Cn1nnc2ccccc21	-12	6	-4
Cc1cc(C)nc(NC(=O)c2c(-c3c(Cl)cccc3Cl)noc2C)n1	0	-4	0
O=C(NC1CCCC1)c1ccc2nc(-c3ccco3)c(-c3ccco3)nc2c1	2	-4	0
CCCS(=O)(=O)c1snnc1C	-2	-2	0
C/C(N)=C(/C#N)C(=O)COC(=O)CC12CC3CC(CC(C3)C1)C2	4	0	-1
O=C(CSc1c(Cl)cccc1Cl)N1CCC(c2nc3ccccc3s2)CC1	2	-1	3
COCCNC(=O)C(C#N)c1nc2ccccc2nc1N1CCCCCC1 (stereo not drawn)	-5	21	-1
O=C(NNC(=O)c1ccccc1F)c1cccc(Cl)c1	9	-16	-1
CCOC(=O)c1nnn(-c2nonc2N)c1CN(CC)CC	7	-2	-2
Cc1ccc(NC2=NCC(=O)N2c2ccc3c(c2)OCCO3)c(C)c1	-8	7	-3
Cc1cc(C)c(C)c(S(=O)(=O)Nc2ccc(O)cc2)c1C	11	60	-1
Cc1ccc(C)c(-n2c(SCC(=O)N3CCCC3)nnc2-c2ccccn2)c1	8	-15	3
CC(=O)Nc1ccc(Nc2ncc([N+](=O)[O-])c(Nc3ccc(NC(C)=O)cc3)n2)cc1	-1	0	-2
COc1ccc(-c2c(N)nnc3c2[nH]c2ccccc23)cc1OC	10	-6	-1
O=C(COC(=O)c1ccccc1NCc1ccco1)Nc1ccc2c(c1)OCO2	-7	2	23
CC(NC(=O)C(=O)NN=C1CCCCCCC1)c1ccccc1 (stereo not drawn)	-21	3	0
Cc1c(C#N)c2ncn(Cc3ccccc3)c(=O)c2n1-c1ccccc1	24	2	1
O=C1CC(N2CCN(Cc3ccc4c(c3)OCO4)CC2)C(=O)N1c1cccc(Cl)c1 (stereo not drawn)	6	-3	-2
CC1(c2ccco2)NC(=O)NC1=O (stereo not drawn)	-13	-3	0
Cc1nc(SCC(O)CCl)c([N+](=O)[O-])[nH]1 (stereo not drawn)	5	0	-1
N#CCSc1nnc2c(Cl)cc(Cl)cn12	7	-2	-1
CCCCn1c(SCC(=O)c2ccccc2)nc2c1c(=O)[nH]c(=O)n2C	4	-5	1
Cc1cccc(C(=O)N2CCN(C(=O)c3cccc(C)c3)C(C)C2)c1 (stereo not drawn)	13	-10	-1
COc1ccc(S(=O)(=O)Nc2ccc(S(=O)(=O)Nc3nc(C)cc(C)n3)cc2)cc1OC	-7	-18	-4
O=C(CN1CCCC1)Nc1ccc(NC(=O)Nc2ccccc2Cl)cc1	-34	4	-2
COC(=O)c1ccccc1NC(=O)CSc1nc(NC(=O)c2ccccc2)c2c(C)c(C)oc2n1	5	-7	1
CC(C)CNC(=O)[C@H](Cc1ccccc1)NC(=O)c1ccco1	3	-3	0
Cc1ccc(S(=O)(=O)N/N=C/c2ccc(OCC(=O)NC(C)C)cc2)cc1	-18	-13	-2
O=C(COC(=O)c1ccc2ccccc2c1)Nc1ncc(C(F)(F)F)cc1Cl	2	-4	-1
CSc1ccc(C2C(C#N)=C(N)Oc3c2ccc(=O)c2c(C)oc(C)c32)cc1 (stereo not drawn)	0	-2	-2
CC(C)c1ccc2oc(=O)cc(CN3CCN(c4ccc(F)cc4)CC3)c2c1	-19	-1	4
Carrying on.
SMILES	PGC1a acetyl inh	miR-122 sensor	Cneo AK release
COC(=O)CCC(NC(=O)c1cc(-c2ccc3c(c2)OCCO3)oc1C)C(=O)OC (stereo not drawn)	5	-7	-2
Cc1ccc(C2NC(=O)c3c(sc4c3CCN(C)C4)N2)o1 (stereo not drawn)	5	-4	0
Cc1cccc(N(CC(=O)Nc2c(C)n(C)n(-c3ccccc3)c2=O)S(C)(=O)=O)c1C	-11	-3	0
O=C(COC(=O)CCS(=O)(=O)c1ccc(Cl)cc1)Nc1ncc(Cl)cc1Cl	14	0	1
CN(C)C(=O)c1ccccc1Sc1cc(Cl)ccc1Cl	-9	4	-4
Cc1c(NS(=O)(=O)c2cccs2)c(=O)n(-c2ccccc2)n1C	-6	-3	-7
O=C(COc1cccc2ccccc12)NNC(=O)[C@@H]1CCCC[C@@H]1C(=O)O	-19	-9	-4
CC1(C)CC(CC(=O)Nc2ccc([N+](=O)[O-])cc2)C(=O)O1 (stereo not drawn)	2	-9	1
CCOc1ccc(C(=O)Nc2cccc(-c3nc4cccnc4o3)c2)cc1Cl	6	36	-3
CCOC(=O)N1CCN(C(=O)C(C)N(c2ccc(Oc3ccccc3)cc2)S(C)(=O)=O)CC1 (stereo not drawn)	4	0	-3
CC(C)OC(=O)c1cc(NC(=S)Nc2ccc([N+](=O)[O-])cc2)cc(C(=O)OC(C)C)c1	3	5	0
O=C(O)c1ccccc1C(=O)NCc1cccnc1	-3	-6	1
FC(F)(F)c1cccc(N2CCN(c3nnnn3-c3ccccc3)CC2)c1	4	4	4
c1ccc2c(SCc3cn4cccnc4n3)ncnc2c1	5	2	-3
Cc1cc(-c2cccs2)n[nH]1	0	-2	1
COCCn1nnnc1C(C(C)C)N1CCN(C(=O)c2ccco2)CC1 (stereo not drawn)	3	-4	2
CCOc1ccc(/C=N/n2c(C)nc3ccccc3c2=O)cc1	-6	-4	-1
CCOC(=O)c1ccccc1NC(=O)c1cncc(Br)c1	11	19	1
Cc1ccc(C)c(NC(=O)C2CC(O)CN2C(=O)OCc2ccccc2)c1 (stereo not drawn)	9	9	-2
O=C(CCn1cnc2ccccc2c1=O)Nc1nc2c(s1)CCCC2	-8	-3	4
Cc1ccc(S(=O)(=O)Nc2nc3n(n2)C(c2ccc(Cl)cc2)CC(=O)N3)cc1 (stereo not drawn)	20	-9	1
C/C=C/C(=O)Nc1nnc(C(C)C)s1	6	-9	3
CCOC(=O)CN(C(=O)CSc1nnc(C)n1-c1ccccc1)c1cccc([N+](=O)[O-])c1	9	3	0
Cc1cc(Cl)c(S(=O)(=O)N(C)C)cc1OCC(N)=O	-9	3	-2
O=C(O)c1ccc(CNCc2cccc(Cl)c2Cl)cc1	0	0	-3
CCOC(=O)c1ccccc1NC(=O)CSc1nnc(C(C)C)n1CC	-2	4	0
Cc1c(C#N)c(SCC(N)=O)nc2c1CCCC2	11	0	-2
CC(C)COc1nc2ccccc2c(=O)n1OCC(=O)O	-16	1	1
COc1cc(OC)cc(-c2nc3nc(C)c(CCC(=O)O)c(C)n3n2)c1	-2	0	0
CCCC(=O)NC1C2CC3CC(C2)CC1C3 (stereo not drawn)	-13	8	-3
COC(=O)c1ccc(C2C(C(=O)Nc3ccccc3C)=C(C)Nc3ncnn32)cc1 (stereo not drawn)	1	-8	-1
O=C1OC(Nc2ncccn2)c2ccccc21 (stereo not drawn)	51	0	0
CC(=O)Nc1sc(NC(=O)c2ccc(Cl)cc2)nc1-c1cccs1	2	1	-5
O=C(COc1ccccc1Cl)Nc1cc(Cl)ccc1Oc1ccccc1	2	-6	-2
CS(=O)c1ccccc1COC(=O)Nc1cccc(Cl)c1 (stereo not drawn)	-2	13	-2
CCOc1cccc(-n2nnnc2-c2ccc(OC)cc2)c1	-38	21	-2
CCS(=O)(=O)N1CCCC(C(=O)NCCCN2CCCC2=O)C1 (stereo not drawn)	29	-3	4
COc1ccc(C(=O)N(Cc2ccccc2)Cc2cc3cc4c(cc3[nH]c2=O)OCCO4)cc1	-13	11	3
Cc1nccc2[nH]c(=O)c(C(=O)NC3CCCCC3C)cc12 (stereo not drawn)	-9	-2	2
Cn1c(SCc2nc(-c3cccs3)no2)nnc1C1CCCCC1	-13	14	9
c1ccc(C2=Nn3c(nnc3-c3cc(-c4ccccc4)n[nH]3)SC2)cc1	-15	2	-2
COc1cc(C2C(C#N)=C(N)Oc3cc(O)ccc32)cc2c1OCO2 (stereo not drawn)	-4	3	-4
CCCC(=O)NC(=S)Nc1cccc(C(C)=O)c1	-7	7	5
C=CCNc1ncnc2c1ncn2C1OC(CO)C(O)C1O (stereo not drawn)	1	0	0
CC(=O)Nc1ccc2ccccc2c1	-7	-4	-3
O=C1[C@@H]2[C@H](C(=O)N1n1cnnc1)[C@H]1C=C[C@@H]2C1	5	0	-1
Cc1cc(C)nc(SCc2ccccc2C#N)n1	-1	2	1
Cc1ccc(N(CC(O)CN2CCOCC2)S(=O)(=O)c2ccc3ccccc3c2)cc1 (stereo not drawn)	-1	24	0
O=C(N/N=C/CCc1ccccc1)c1ccccc1	-5	2	0
CCC(Sc1nnnn1C)C(=O)Nc1ccc(C(C)=O)cc1 (stereo not drawn)	5	-7	-1
CCC(c1nnnn1Cc1cccs1)N1CCN(C2CCCC2)CC1 (stereo not drawn)	-5	2	-3
c1ccc(-n2ncc3c2ncn2nc(CSc4nc5ccccc5s4)nc32)cc1	-21	1	-1

Filtered by structure: those above with a cyano group
SMILES	PGC1a acetyl inh	miR-122 sensor	Cneo AK release
COc1ccc(-c2nnn(CC#N)n2)cc1OC	-44	-1	7
N#Cc1nc(-c2ccc(OCc3ccccc3)cc2)oc1NCc1cccnc1	-10	5	-10
C/C(N)=C(/C#N)C(=O)COC(=O)CC12CC3CC(CC(C3)C1)C2	4	0	-1
COCCNC(=O)C(C#N)c1nc2ccccc2nc1N1CCCCCC1 (stereo not drawn)	-5	21	-1
Cc1c(C#N)c2ncn(Cc3ccccc3)c(=O)c2n1-c1ccccc1	24	2	1
N#CCSc1nnc2c(Cl)cc(Cl)cn12	7	-2	-1
CSc1ccc(C2C(C#N)=C(N)Oc3c2ccc(=O)c2c(C)oc(C)c32)cc1 (stereo not drawn)	0	-2	-2
Cc1c(C#N)c(SCC(N)=O)nc2c1CCCC2	11	0	-2
COc1cc(C2C(C#N)=C(N)Oc3cc(O)ccc32)cc2c1OCO2 (stereo not drawn)	-4	3	-4
Cc1cc(C)nc(SCc2ccccc2C#N)n1	-1	2	1
